Bioassay records as filed in PubChem.
GSK3 alpha inh: inhibitors of human GSK-3 alpha kinase | ADP-Glo luminescence, 60 min | inhibition, % at 10 µM | hit rate 0.1% among 320,000 | AID 2650;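 in the data active = inhibition above about 50%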;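 note: GST-tagged GSK-3 alpha with peptide substrate and 25 µM ATP; 0% = DMSO neutral wells and 100% = GW8510 positive control wells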
Target sequence (P49840 whole entry, looked up): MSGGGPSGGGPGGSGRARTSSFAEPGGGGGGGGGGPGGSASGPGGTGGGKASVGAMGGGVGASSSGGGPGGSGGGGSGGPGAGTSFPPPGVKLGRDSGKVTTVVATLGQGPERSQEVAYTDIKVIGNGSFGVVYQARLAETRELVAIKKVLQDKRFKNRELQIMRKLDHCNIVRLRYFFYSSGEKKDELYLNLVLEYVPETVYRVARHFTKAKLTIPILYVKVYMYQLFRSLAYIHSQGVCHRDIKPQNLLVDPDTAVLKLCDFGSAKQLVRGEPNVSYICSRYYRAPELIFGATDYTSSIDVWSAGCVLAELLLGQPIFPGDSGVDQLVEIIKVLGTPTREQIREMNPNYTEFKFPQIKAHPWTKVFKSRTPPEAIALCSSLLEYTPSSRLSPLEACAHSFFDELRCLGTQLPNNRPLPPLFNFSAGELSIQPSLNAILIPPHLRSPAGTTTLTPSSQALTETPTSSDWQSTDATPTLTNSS
AI-2 QS modul: Vibrio harveyi AI-2 quorum sensing modulation | Vibrio harveyi JMH597 AI-2 luminescence/OD600 ratio, 9 h; active compounds read low; strain lacks LuxN and CqsS sensors; 0 = neutral-control median | activity change, % at 7.5 µM | hit rate 0.4% among 300,000 | AID 2094; in the data active = activity change below about -75%, passing the limit was not always enough;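 note: luminescence divided by OD600 gain over 9 h not by final OD600 alone; inactives centre near 13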
DYRK1A inh: blocks rat Dyrk1A kinase activity. Q63470. ADP-Glo luminescence, NFATc1 peptide. inhibition, % at 12.5 µM. hit rate 0.43% among 310,000; in the data active = inhibition above about 50%;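 note: plate controls were vehicle with enzyme for no effect and no enzyme for full effect; many of its hits are not listed in these tables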
HSP90 inh: HSP90 refolding inhibition in rabbit reticulocyte lysate | inhibition, % at 5.6 µM | luciferase refolding luminescence, 3 h | hit rate 0.91% among 290,000;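 active = inhibition above the screen-wide mean plus 3 SD, computed separately per campaign, cut at about 16% in these data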;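 note: 0% = DMSO wells and 100% = 60 µM geldanamycin wells; inhibitors lower the luminescence because luciferase stays unfolded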
Platelet DG rel: platelet dense granule release activity; human platelet-rich plasma, SFLLRN dense granule ATP release, luminescence; inhibition, %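 (compounds screened at 7.5 µM in platelet-rich plasma)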; hit rate 0.22% among 300,000;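 active = mean replicate score, as percent of positive control, at or above 50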
PolyA inhibitor: yeast polyadenylation inhibition; S. cerevisiae SKY197-pL101 polyadenylation reporter, beta-gal luminescence; efflux-impaired pdr1/pdr3 knockout yeast; score 100 = 6 SD above DMSO; calls only at 12 µM; hit rate 0.02% among 300,000; AID 1875;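 active = lowest replicate activity score at least 50, where 100 means six control SD above control mean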;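 note: yeast exposed to compound for 9 h at 30 °C; higher score means more reporter readthrough which indicates perturbed polyadenylation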
HSF1 inhib: HSF1 inhibition; activity change, negative = inhibition, % at 7.5 µM (by protocol); hit rate 0.77% among 300,000; NIH3T3-HGL HSE-luciferase, MG132-induced, luminescence 8 h; active compounds read low;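 active = more than half of replicate wells show activity change below -50%, luminescence cut by over half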;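 note: luciferase reports HSF-1 transcriptional activity via heat shock element; 0% = median of DMSO wells and -100% = zero luminescence signal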
HSF-1 act: increases HSF-1 driven luciferase reporter signal; hit rate 1.7% among 300,000; activation, % at 9 µM; NIH3T3-HGL HSF-1 luciferase reporter, MG132, 8 h; 100% = twice DMSO control signal;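 active = mean replicate activation of at least 50% with a set share of replicates each reaching 50%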;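 note: 0% = median of the neutral control wells and 100% = twice that signal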
GSK3B inh: human GSK3beta kinase inhibition. GST-GSK3beta kinase, ADP-Glo luminescence, 60 min; active compounds read low. activity score (negative = inhibition), % at 10 µM. hit rate 0.038% among 300,000. AID 2097;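 active = more than half of replicate wells score below -50%, meaning over 50% inhibition versus plate controls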;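 note: 0% = median DMSO wells and -100% = median GW8510 positive control wells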
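test system = GST-tagged human GSK3beta kinase, cell-free | reagent = 25 µM ATP with peptide substrate | dosing = one dose of 10 µM per compound | schedule = 60 min reaction, RT | detection = luminescent ADP-Glo measurement of ADP formed | control set = DMSO neutral wells and GW8510 at 20 µM as positive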
HDAC3 inhib: human HDAC3 inhibition; O15379; recombinant HDAC3, fluorogenic peptide/trypsin coupled, fluorescence; inhibition, % at 8.3 µM; hit rate 0.15% among 320,000; AID 2718; in the data active = inhibition above about 26%, passing the limit was not always enough
Target sequence (O15379 whole entry, looked up): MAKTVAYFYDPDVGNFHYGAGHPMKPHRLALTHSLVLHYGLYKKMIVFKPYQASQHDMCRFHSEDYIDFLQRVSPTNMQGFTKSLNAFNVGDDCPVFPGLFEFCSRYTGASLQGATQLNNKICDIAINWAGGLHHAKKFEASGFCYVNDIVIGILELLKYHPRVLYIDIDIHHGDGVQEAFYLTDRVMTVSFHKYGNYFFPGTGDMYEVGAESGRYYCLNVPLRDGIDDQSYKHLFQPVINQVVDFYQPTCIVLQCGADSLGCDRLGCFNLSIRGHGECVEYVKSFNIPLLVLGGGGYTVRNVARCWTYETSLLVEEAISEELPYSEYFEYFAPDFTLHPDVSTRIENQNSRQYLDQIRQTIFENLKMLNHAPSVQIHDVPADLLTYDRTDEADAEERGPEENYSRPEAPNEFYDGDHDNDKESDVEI
Active calls of the source: *; i = inactive; · = no result given. Only part of the results is shown; count on the stated rates, not on these rows.

SMILES | GSK3 alpha inh | AI-2 QS modul | DYRK1A inh | HSP90 inh | Platelet DG rel | PolyA inhibitor | HSF1 inhib | HSF-1 act | GSK3B inh | HDAC3 inhib
O=Cc1ccc(N2Cc3ccccc3C2)cc1 | -1 | 25 | 3 | -4 | 11 | i | 9 | 10 | -1 | -9
Cc1cc(C)c(S(=O)(=O)n2c([N+](=O)[O-])cnc2C)cc1C | 0 | 27 | 2 | 2 | -1 | i | -3 | -5 | 5 | -1
CC1OC(Nc2ccc(N=Nc3ccccc3)cc2)C(O)C(O)C1O (stereo not drawn) | · | 9 | 2 | -2 | 2 | i | 3 | 22 | 2 | 4
COc1cc(C(=O)NNC(=O)c2ccco2)cc(OC)c1OC | -2 | 17 | -6 | -2 | 6 | i | 7 | 3 | 2 | 8
CC(C)OCCCNC(=S)NNC(=O)C(c1ccccc1)c1ccccc1 | -1 | 17 | 1 | -1 | 0 | i | 7 | -7 | 0 | 2
CCc1ccc(/C=N/n2c(C)cc(C)c(C#N)c2=O)cc1 | -1 | 4 | -1 | 1 | -15 | i | 2 | 6 | 1 | 0
O=C(CCNS(=O)(=O)c1ccc(Cl)cc1)N1CCCCCC1 | 0 | 21 | -2 | -1 | -3 | i | 1 | 0 | 2 | 1
CC(C)[C@@H](C(=O)N[C@@H](Cc1ccccc1)C(=O)O)N1C(=O)N2CCc3c([nH]c4ccccc34)[C@@]2(C)C1=O | -4 | 10 | -8 | 1 | -1 | i | 1 | 3 | 6 | 6
CC(=O)c1ccc(NC(=O)CNCc2cccs2)cc1 | -3 | -11 | -4 | 0 | 8 | i | 24 | 21 | 3 | 3
CC(C)(C)c1ccc(O)c(N=Cc2cc3c(cc2[N+](=O)[O-])OCO3)c1 | -1 | 6 | 2 | 11 | 1 | i | -3 | -1 | -5 | -1
COc1cccc(C(=O)CSc2nnc(COc3cccc4cccnc34)o2)c1 | -2 | 27 | 13 | 0 | -9 | i | -10 | -20 | 6 | 2
Cc1ccc(NS(=O)(=O)c2coc(C(N)=O)c2)cc1F | -4 | 23 | 10 | -1 | 22 | i | -6 | -18 | -24 | -3
Cn1ncc(N=Cc2c(O)ccc3ccccc23)c1C(=O)Nc1cccc(Cl)c1 | 1 | 33 | -3 | 2 | 0 | i | -2 | -7 | 2 | 9
O=C(Nc1ncccn1)c1ccc([N+](=O)[O-])cc1 | 0 | 16 | 9 | -2 | -4 | i | -9 | -3 | 0 | 2
CC(=O)c1cccc(OCC(=O)N2CCCc3ccccc32)c1 | 1 | 25 | 19 | -2 | -6 | i | 3 | 13 | 2 | -2
Cc1cc(C(=O)Nc2ccccc2C(=O)O)oc1C | -1 | 20 | -3 | 2 | -5 | i | 3 | 11 | -2 | 0
CC(=O)c1cccc(NC(=O)COC(=O)c2ccc(S(C)(=O)=O)c([N+](=O)[O-])c2)c1 | -2 | 22 | 9 | -4 | -6 | i | 25 | 48 | -6 | -7
Cc1ccc(-n2nc3c(=O)n(CCCC(=O)NCCc4ccccc4C)nc(C)c3c2C)cc1 | -2 | 19 | 3 | 2 | 7 | i | 4 | -2 | -2 | 5
CSCCC(=O)N1CCC(n2nccc2NC(=O)CCc2ccccc2)CC1 | · | 19 | 7 | -3 | -5 | i | 3 | 26 | 3 | -16
CS(=O)(=O)Nc1ccc(C(=O)Nc2ccc3c(c2)OCCO3)cc1 | 7 | 22 | -8 | -5 | -10 | i | 18 | 20 | -2 | -3
CC(=O)c1ccc(OCC(C)Oc2ccc(C#N)cc2)cc1 (stereo not drawn) | -2 | 32 | -4 | 14 | 5 | i | -5 | 9 | -22 | ·
CC(CCc1ccccc1)NC(=O)CNC(=S)N(Cc1cccs1)C1CCCC1 (stereo not drawn) | · | 11 | · | -7 | -14 | i | 11 | 7 | 3 | ·
O=C(NCc1ccco1)c1ccc(CN2CCOCC2)cc1 | -2 | 19 | -1 | 1 | -4 | i | -11 | -34 | -3 | 2
O=C(CN1CCN(c2nc(-c3ccccc3)cs2)CC1)NCc1ccc2c(c1)OCO2 | 0 | 50 | 1 | 5 | 5 | i | -2 | -2 | 3 | 9
COC(=O)Cc1ccc(Oc2ncc(C(F)(F)F)cc2Cl)cc1 | -1 | 10 | 4 | -1 | 8 | i | 0 | 0 | 1 | 0
COc1ccc(-c2csc(NC3OC(=O)c4c3ccc(OC)c4OC)n2)cc1OC (stereo not drawn) | 4 | 4 | -7 | 0 | 2 | i | 43 | 60* | -2 | 5
COc1cc(NC(=O)c2cccc([N+](=O)[O-])c2)ccc1NC(=O)c1ccco1 | -2 | 11 | 1 | 3 | 1 | i | -6 | -7 | 2 | 13
O=S(=O)(c1cnc(Cl)c(Br)c1)N1CCc2ccccc21 | -1 | 23 | -6 | 4 | 5 | i | 8 | 3 | -2 | ·
COc1ccc(CN(C(=O)c2ccc(CN3CCOCC3)o2)C(C(=O)NCC2CCCO2)c2ccc(F)cc2)cc1 (stereo not drawn) | 2 | 11 | -2 | -4 | 2 | i | 0 | 6 | -2 | 1
CN(C)c1ccc(N=Nc2ccccc2C(=O)OCC(=O)N2CCCCCC2)cc1 | -1 | 12 | -3 | -4 | 0 | i | 11 | 22 | 2 | 9
NC(=O)C1CCN(c2cc(Cl)ccc2[N+](=O)[O-])CC1 | 7 | 9 | · | 1 | 21 | i | -26 | -39 | -5 | -3
COc1cc(NC(=O)c2ccccc2)ccc1NC(=O)Cc1ccccc1 | 0 | 3 | · | -5 | 2 | i | 8 | -1 | 5 | 7
N/C(=N\NS(=O)(=O)c1ccccc1)c1ccccn1 | -3 | 21 | 1 | · | 6 | i | 1 | -4 | 5 | 1
COc1ccc(CN2C(=O)c3ccccc3C2=O)cc1C(=O)OC(C)C(=O)NC(N)=O (stereo not drawn) | 9 | 18 | 2 | 0 | 1 | i | 0 | -1 | 3 | 2
Nc1nnc(SCC(=O)Nc2ccc(N3CCOCC3)c(Cl)c2)s1 | 2 | 29 | -3 | -3 | 1 | i | 0 | 3 | 0 | -3
O=C(Nc1ccc2c(c1)OCCO2)c1oc2ccccc2c1NC(=O)C1CC1 | -2 | -1 | · | -5 | -8 | i | -6 | -13 | -1 | 2
Cc1ccc(N/C(N)=N/c2nc(C(F)(F)F)cc(C(F)(F)F)n2)cc1 | 0 | 9 | -2 | -1 | 1 | i | -2 | 2 | 0 | 0
O=C(NCC(=O)N(c1cccc(F)c1)C(C(=O)NC1CCCC1)c1cccnc1)c1ccco1 (stereo not drawn) | -3 | 16 | -5 | 1 | 0 | i | -3 | -3 | 4 | 0
Cc1cccc(C(=O)N2CCCC(CCC(=O)N3CCN(c4ccccn4)CC3)C2)c1C (stereo not drawn) | -2 | 24 | -1 | -6 | 4 | i | 4 | 4 | 4 | -4
O=C(Nc1cc(S(=O)(=O)Nc2ccc(Cl)cc2)ccc1N1CCCCC1)c1ccc(F)cc1Cl | -1 | 25 | 1 | 2 | 0 | i | -1 | 5 | 1 | 4
Cc1cccc(NC(=O)CSc2nc3ccccc3c(=O)n2C)c1 | 9 | 52 | 12 | 0 | -5 | i | -4 | 2 | 0 | -7
COc1ccc(-n2nc(C(=O)NCC(=O)Nc3cc(C)ccc3OC)c3ccccc3c2=O)c(OC)c1 | 2 | 17 | -5 | 4 | -12 | i | -3 | -2 | 2 | -1
CCOCCCNC(=O)c1ccc(NC(=O)C2CCCO2)cc1 (stereo not drawn) | -4 | -9 | -1 | 30* | -9 | i | 4 | -1 | 0 | ·
COc1ccccc1C(=O)Nc1ccnn1C1CCN(C/C=C/c2ccccc2)CC1 | -4 | 12 | -4 | -1 | 2 | i | 9 | 13 | 1 | ·
Cc1ccc2[nH]c(=O)c(CN(CC3CCCO3)C(=S)Nc3ccccc3)cc2c1 (stereo not drawn) | 0 | 29 | 0 | -1 | 14 | i | 12 | 1 | -3 | 6
CC(C)(C)[C@H]1C=C(C(=O)N2CCOCC2)O[C@@H](OCc2ccc(CO)cc2)C1 | -2 | 8 | 4 | -5 | -1 | i | 2 | -9 | 1 | 3
COc1ccccc1-c1nnc(SCC(=O)Nc2ccccc2)o1 | -3 | 5 | -1 | 5 | -2 | i | -4 | 12 | 0 | -2
COC(=O)NCC(c1cccnc1)N1CCN(c2ccccc2F)CC1 (stereo not drawn) | 0 | -1 | -7 | -8 | -8 | i | -5 | -20 | 2 | -2
C=CCN(CC=C)C(=O)c1ccncc1 | 1 | 10 | 6 | -1 | 1 | i | 1 | 5 | 3 | -6
CC(C)c1ccc(NC(=O)COc2ccc(S(=O)(=O)N3CCOCC3)cc2)cc1 | -1 | 3 | -63 | 5 | 0 | i | -3 | -5 | 2 | -4
CC(O)Cc1cn([C@@H](CCCCNC(=O)OC(C)(C)C)C(=O)N2CCN(C(=O)OC(C)(C)C)CC2)nn1 (stereo partly drawn) | · | 14 | 0 | 10 | 13 | i | -4 | 10 | 0 | 2
COc1ccc(C(=O)Nc2cccc3c2CCCC3)cc1 | -1 | 21 | -5 | 1 | 0 | i | 8 | 2 | 3 | 1
CC(NC(=O)CCC(=O)c1ccccc1)c1ccc(F)cc1 (stereo not drawn) | 0 | 5 | 5 | · | -1 | i | 4 | 3 | 3 | -5
CNNC(=S)NCCC1=CCCCC1 | 0 | 49 | 7 | -1 | 0 | i | 17 | 30 | 0 | 2
OCCN(Cc1ccccc1)C(=S)Nc1ccc(Cl)cc1Cl | -1 | 32 | 0 | 0 | 4 | i | -9 | -10 | -1 | -1
CCOc1ccccc1N1CCN(C(=O)c2ccc3[nH]c4c(c3c2)CCCC4)CC1 | -1 | 10 | 4 | -1 | 11 | i | -6 | 5 | -11 | 1
O=C(Cc1ccc(Br)cc1)NCCc1ccc(Cl)cc1Cl | -1 | -2 | -1 | -2 | 0 | i | 0 | -3 | 0 | 3
O=C(CSc1nnnn1-c1ccccc1)Nc1ccc(Cl)cc1 | -2 | 5 | 1 | -2 | 7 | i | 0 | 2 | 1 | -13
COc1cc(NS(=O)(=O)c2c(C)[nH]c(C)c2C(=O)N2CCCC2)cc(OC)c1OC | -2 | 15 | 1 | 2 | -19 | i | -13 | -4 | -2 | 10
c1ccc(-c2nc(N3CCN(c4ccccc4)CC3)nc(-n3ccnc3)n2)cc1 | -1 | 16 | -4 | 2 | 4 | i | 17 | 21 | 1 | 1

Four of the entries above in order of their number in AI-2 QS modul, largest number first:
SMILES | GSK3 alpha inh | AI-2 QS modul | DYRK1A inh | HSP90 inh | Platelet DG rel | PolyA inhibitor | HSF1 inhib | HSF-1 act | GSK3B inh | HDAC3 inhib
CNNC(=S)NCCC1=CCCCC1 | 0 | 49 | 7 | -1 | 0 | i | 17 | 30 | 0 | 2
Cc1cc(C(=O)Nc2ccccc2C(=O)O)oc1C | -1 | 20 | -3 | 2 | -5 | i | 3 | 11 | -2 | 0
Cc1ccc(-n2nc3c(=O)n(CCCC(=O)NCCc4ccccc4C)nc(C)c3c2C)cc1 | -2 | 19 | 3 | 2 | 7 | i | 4 | -2 | -2 | 5
C=CCN(CC=C)C(=O)c1ccncc1 | 1 | 10 | 6 | -1 | 1 | i | 1 | 5 | 3 | -6
